p97 ATPase inh = inhibitors of human p97 ATPase; inhibition, % at 8 µM; recombinant p97 ATPase, Kinase-Glo ATP luminescence, 3 h; P55072; 0.42% of 220,000 active; in the data active = inhibition above about 15%;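 note: 0% = DMSO vehicle and 100% = wells lacking enzyme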
Target sequence (P55072 whole entry, looked up): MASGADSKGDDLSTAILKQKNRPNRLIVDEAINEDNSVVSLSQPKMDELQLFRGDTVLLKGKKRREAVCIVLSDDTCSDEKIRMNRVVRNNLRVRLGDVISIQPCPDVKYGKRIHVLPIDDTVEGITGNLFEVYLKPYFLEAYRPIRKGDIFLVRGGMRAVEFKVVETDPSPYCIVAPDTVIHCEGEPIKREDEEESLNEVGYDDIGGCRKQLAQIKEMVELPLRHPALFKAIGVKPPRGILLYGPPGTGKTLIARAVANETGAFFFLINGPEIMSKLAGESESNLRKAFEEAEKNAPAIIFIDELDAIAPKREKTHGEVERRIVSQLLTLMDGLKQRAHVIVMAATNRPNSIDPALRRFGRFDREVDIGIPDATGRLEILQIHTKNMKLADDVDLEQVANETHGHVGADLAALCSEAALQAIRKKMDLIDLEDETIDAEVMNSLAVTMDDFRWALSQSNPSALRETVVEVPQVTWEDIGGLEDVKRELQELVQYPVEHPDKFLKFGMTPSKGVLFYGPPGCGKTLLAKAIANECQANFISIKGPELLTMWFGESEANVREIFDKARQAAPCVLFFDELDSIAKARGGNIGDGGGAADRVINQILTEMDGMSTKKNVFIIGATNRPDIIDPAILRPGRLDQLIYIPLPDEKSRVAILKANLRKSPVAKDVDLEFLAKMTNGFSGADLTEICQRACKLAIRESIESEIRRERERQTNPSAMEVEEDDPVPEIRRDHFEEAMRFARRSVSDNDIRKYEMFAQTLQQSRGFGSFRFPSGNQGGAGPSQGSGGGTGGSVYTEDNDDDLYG
TbHK1 inh = blocks Trypanosoma brucei hexokinase 1 activity; recombinant TbHK1, G6PDH-coupled NADH A340; inhibition, % at 10 µM; 0.11% of 220,000 active;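 active = inhibition of 50% or more in the single-dose primary screen; inactive = inhibition below 50%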
RBBP9 inh = inhibitors of human serine hydrolase RBBP9. O75884. inhibition, % at 7.94 µM. recombinant RBBP9, FP-Rh probe fluorescence polarization. 0.2% of 220,000 active. AID 1515;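 active = inhibition above the campaign mean of all tested compounds plus 3 SD, cut at about 14% in these data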;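 note: plate controls were DMSO wells with RBBP9 for no effect and wells lacking RBBP9 protein for full effect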
Target sequence (O75884 whole entry, looked up): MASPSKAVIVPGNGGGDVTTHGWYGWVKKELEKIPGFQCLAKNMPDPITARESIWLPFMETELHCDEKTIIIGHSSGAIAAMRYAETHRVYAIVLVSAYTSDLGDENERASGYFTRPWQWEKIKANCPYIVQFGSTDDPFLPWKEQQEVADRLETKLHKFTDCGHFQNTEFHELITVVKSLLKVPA
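Measured by: FP readout at 525/598 nm; material: recombinant human RBBP9; also added: Serine-hydrolase probe FP-Rh, 375 nM pre-mixing; medium: Tris buffer pH 8.0, NaCl, Pluronic; replication: one well per compound; doses: one concentration, 7.94 µM nominal, 0.794% DMSO; timing: preincubation 30 min plus labeling 45 min at 25 °C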
Furin inhibitor = human furin inhibition; P09958; purified furin, fluorogenic substrate cleavage; inhibition, % at 30 µM; 0.061% of 220,000 active; AID 463115; in the data active = inhibition above about 25%; note: inactives centre near -15
Runt-CBFb FRET = Runt domain-CBFb interaction inhibition; inhibition, % at 20 µM; Cerulean-Runt/Venus-CBFb FRET ratio 530/480, 1 h; Q01196+Q13951; 0.46% of 220,000 active;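 active = inhibition over about 50% at 20 µM in the single-dose screen, limit read from the data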;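 note: 0% = DMSO wells and 100% = excess unlabeled CBFb competitor control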
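test system = Cerulean-tagged RUNX1 Runt domain (FRET donor) fusion protein | reagent = Venus-CBFb binding partner, 100 nM | incubation = protein complex preformed 1 h, compound exposure 1 h, room temperature, dark | detection = FRET fluorescence | read-out basis = loss of energy transfer signal | controls = 5 µM unlabeled CBFb as full-inhibition high control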
EBV gp42 block = blocks Epstein-Barr virus glycoprotein 42 binding; inhibition, % (tested at 21.74 µM); Q1HVG2; AID 1085; 0.42% of 220,000 active; Fluorescence polarization binding assay, mP read-out; in the data active = inhibition above about 50%
p47phox inh = inhibitors of human p47phox binding; P14598; p47phox/p22phox peptide binding, fluorescence polarization, 2 h; inhibition, % at 24.7 µM; 0.53% of 220,000 active;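 active = inhibition above about 30%, limit read from the data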;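 note: 0% = p47phox with labelled peptide and 100% = labelled peptide alone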
Calpain2 inh = inhibitors of pig calpain II. purified calpain II, fluorogenic peptide substrate, 30 min. inhibition, % at 16 µM. 0.37% of 220,000 active. AID 1236;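 active = inhibition above about 50%, limit read from the data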
Runt-SMMHC FRET = blocks binding of human RUNX1 Runt domain to CBFb-SMMHC. Q01196+Q13951. Cerulean-Runt/Venus-CBFb-SMMHC FRET ratio 530/480, 1 h. inhibition, % at 20 µM. 0.74% of 220,000 active;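 active = mean inhibition across duplicate retests at 20 µM reaching about 50%, limit read from the data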;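 note: 0% = DMSO wells and 100% = wells with excess untagged CBFb-SMMHC; inhibitors lower the FRET ratio by blocking Runt binding to CBFb-SMMHC; some results filed as inactive read as strong as hits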
Numbers without * were called inactive; . = not tested or not shown; [ ] = another dose, or the depositor's remark.

p97 ATPase inh,TbHK1 inh,RBBP9 inh,Furin inhibitor,Runt-CBFb FRET,EBV gp42 block,p47phox inh,Calpain2 inh,Runt-SMMHC FRET,Molecule
3,5,1,-25,-1,-21,-2,-2,-2,O=C(O)CC(NS(=O)(=O)c1ccc(Br)cc1)c1ccco1 (centres undefined)
3,-2,-10,-14,7,4,-18,1,6,O=C(NC(=S)Nc1cccc(-c2ccc(CO)o2)c1)c1cccs1
4,3,5,-22[20 µM],2,-13,-5,1,2,CNCc1ccccc1OCC(=O)Nc1ccccc1OC
1,-3,0,-8,2,9,-11,-10,-3,Cc1ccc([N+](=O)[O-])c(OCCCN2C(=O)NC(C)(C)C2=O)c1
3,-7,-4,-8,0,-19,-17,3,3,COC(=O)c1cc(CNC(=O)c2cccc(Cl)c2)ccc1OC
6,-20,-9,-13,-5,-1,-38,-114,1,N#CCc1c(C#N)c(N)nc(N2CCN(C=O)CC2)c1C#N
6,0,2,9[20 µM],2,-10,-12,4,0,C=CCn1c(Cc2ccc(OCC)cc2)nnc1SCC(N)=O
1,-4,-2,-14,0,-10,-7,-2,4,COc1cc(NC(=O)Nc2ccc(C)cc2)cc([N+](=O)[O-])c1
-1,-1,-7,-18,0,3,2,32,-2,NC(=O)c1ccc[n+](CC(=O)c2ccc(Br)cc2)c1
-1,-16,1,-57,26,-4,-12,-308,56*,CCOC(=O)c1cc(C)[nH]c(=O)c1C#N
1,2,0,-6[20 µM],1,-9,-11,1,1,CCCS(=O)(=O)N1CCN(CC2CC=CCC2)CC1 (centres undefined)
-3,12,-6,-6,-5,-4,-7,2,4,Cc1cccc(Cn2c(=O)n(CCCC(=O)NCc3ccco3)c(=O)c3ccccc32)c1

Overlap with the part before: three compounds; new compounds follow.
p97 ATPase inh,TbHK1 inh,RBBP9 inh,Furin inhibitor,Runt-CBFb FRET,EBV gp42 block,p47phox inh,Calpain2 inh,Runt-SMMHC FRET,Molecule
-1,-16,1,-57,26,-4,-12,-308,56*,CCOC(=O)c1cc(C)[nH]c(=O)c1C#N
1,2,0,-6[20 µM],1,-9,-11,1,1,CCCS(=O)(=O)N1CCN(CC2CC=CCC2)CC1 (centres undefined)
-3,12,-6,-6,-5,-4,-7,2,4,Cc1cccc(Cn2c(=O)n(CCCC(=O)NCc3ccco3)c(=O)c3ccccc32)c1
-9,5,-6,0,-1,-14,-10,2,-1,Cc1ccc(C)c(N2CCN(CCCNC(=O)Cn3cccc3C(=O)c3ccccc3C)CC2)c1
2,-13,-3,-1,-3,-13,-13,-23,2,O=C(Nc1cccc(S(=O)(=O)N2CCOCC2)c1)c1ccc(N2CCOCC2)c([N+](=O)[O-])c1
1,5,-8,-17,-1,-2,0,39,0,Cc1cccc(-n2nnc(C(=O)N3CCc4ccccc4C3)c2N)c1
1,-16,2,-16[20 µM],-5,2,13,8,-2,O=[N+]([O-])c1cccc(/C=N\N2CCN(c3ccc(Cl)cc3)CC2)c1
1,-2,-8,-16,0,-10,-3,-4,3,N#CCSc1nnc(C2CCCCC2)n1-c1ccccc1
-2,-26,-2,-16[20 µM],1,-9,-9,8,3,COc1ccc(-c2oc(/N=C/N3CCCC3)c(C#N)c2-c2ccc(OC)cc2)cc1
6,3,-2,-31,0,-1,-9,-10,0,Cc1cc2ncc(S(=O)(=O)c3ccccc3)c(N)n2n1
-7,7,-3,-12[20 µM],4,16,13,19,1,Cc1cc(C(C)(C)C)ccc1OCCn1ccnc1
0,-5,-6,-22,2,-27,2,-4,3,CCOc1c(Cl)cc(CNCc2ccccn2)cc1OC
4,-15,-11,-9,-1,5,28,-24,3,COc1cc([N+](=O)[O-])ccc1NC(=O)c1cccc(NC(=O)C(C)C)c1
2,2,3,-17,-1,-12,-4,-3,1,O=C(Nc1ccc([N+](=O)[O-])cn1)c1ccc2c(c1)OCO2
13,-47,-9,-12,-10,-7,-25,-15,-24,O=C1N=C(C=c2ccc(=Cc3[nH]c(=O)[nH]c3O)cc2)C(=O)N1
9,-12,-2,-24,0,-2,-17,-217,-4,N#Cc1c(N2CCOCC2)nc(N)c2c(N)nc3c(c12)CC(CCl)O3 (centres undefined)
-1,-18,-5,-23,-4,2,-20,-30,1,Cc1ccc(-c2[nH][nH]c(=O)c(=O)c2N=Nc2ccccc2)cc1
1,-39,2,-7,-1,-7,-6,-49,1,COc1ccc(CCNC(=O)c2cnc3scc(C)n3c2=O)cc1OC
-3,-5,-4,-24,-1,-2,-20,1,1,Cc1cc(C(=O)Cn2nnc3ccccc3c2=O)c(C)n1Cc1cccs1
2,-17,-5,-6[20 µM],-2,-30,-16,-31,7,COc1ccc(/C=C2\SC(=NCc3ccccc3)N(Cc3ccccc3)C2=O)cc1OC
0,0,-8,-16,-1,-2,-6,34,0,Fc1cccc(Cc2noc(CN3CCSCC3)n2)c1
-8,-3,-4,-15,5,-10,-7,27,0,CC(C)CCN1NC2(CCCC(C)C2)NC1=S (centres undefined)
-2,8,-16,-8[20 µM],2,-14,-8,-23,-2,CCOC(=O)c1ccc(NC(=O)N2CCN(S(C)(=O)=O)CC2)cc1
2,-38,-10,-15,1,-4,-16,28,1,O=C(CSc1nc2cc(Cl)c(Cl)cc2[nH]1)c1ccc2c(c1)OCO2
6,10,-8,-4,3,-14,5,8,2,COc1ccc(N2CC(C(=O)NCc3cccnc3)CC2=O)cc1 (centres undefined)
3,1,4,-25,6,6,-7,-37,1,COc1cccc(OCC(O)CN2C(C)CCCC2C)c1 (centres undefined)
-4,4,-4,-11[20 µM],2,-20,-10,-17,1,Cc1cccc(NC(=O)N2CCN(Cc3ccccc3)CC2)c1
3,-3,-8,-12[20 µM],1,-6,-8,-13,0,COc1ccccc1NS(=O)(=O)c1ccc2c(c1)n(C)c(=O)n2C
3,-9,-1,-10,-1,-9,-49,-39,-5,CCn1cc([N+](=O)[O-])c(C(=O)N2N=C(c3ccc(O)c(OC)c3)CC2c2ccccc2O)n1 (centres undefined)
-3,0,-3,-25,-3,-3,13,-17,-5,Cc1occc1-c1nnc(SCC(=O)NCc2cccs2)n1-c1ccc(F)cc1
-3,-4,-7,-18,1,-23,0,20,3,O=C1N=c2ccccc2=C1c1sc(=S)n(CC2CCCO2)c1O (centres undefined)
1,11,-4,-20,1,-6,-27,12,3,CCc1ccc(NC(=S)N(CCN2CCCCC2)Cc2ccco2)cc1
4,-4,-8,-19,48,-9,3,-30,64*,CCN(CC)c1ccc2c(C)c(-c3ccc(N)cc3)c(=O)oc2c1
-2,0,-10,-8,4,8,-11,9,-2,Cc1nn(C)cc1S(=O)(=O)NC1CCCC1
-3,-18,-8,-2[20 µM],-2,-19,-62,1,0,O=Cc1c(Sc2ccccc2)nc2ccccn2c1=O
5,-2,-6,-15[20 µM],-2,-22,2,-1,2,Cc1c(Cl)cccc1NC(=O)CN1CCC(NC(=O)C2CCCCC2)CC1
-2,9,-3,-6,-1,7,-1,16,0,COc1ccc(S(=O)(=O)NCCOc2cccc3cccnc23)cc1OC
3,-4,-8,-28,0,6,-10,5,6,CCCCn1c(N)c(Sc2ccc(C)cc2)c(=O)[nH]c1=O
2,1,5,-4[20 µM],1,-7,-6,17,-2,CCc1nnc(NC(=O)CSc2ncc(-c3ccccc3)[nH]2)s1
5,-61,-6,-8,0,-8,-16,30,-9,CCc1cc(C(=O)O)c(NC(=O)/C=C/c2ccc(OC)cc2)s1
5,-6,-6,-7,29,-15,-9,13,-4,CC(C)C/C(O)=C/c1nc2cc(Cl)ccc2oc1=O
0,-7,4,-18[20 µM],-5,-3,-3,14,3,CCOC(=O)c1[nH]c(C)c(C(=O)Nc2ccccc2F)c1C
-5,6,-14,-13,1,2,-4,24,-1,CCc1ccc(C2=NN(C(C)=O)C(c3ccco3)C2)cc1 (centres undefined)
8,1,-2,-11,5,-22,-37,-33,6,COc1ccccc1NS(=O)(=O)c1cc(NC(=O)Nc2ccc(Cl)cc2Cl)ccc1N1CCCCC1
-1,-6,0,-14[20 µM],2,-11,-7,-19,-3,COc1cc(C=O)c(Br)cc1OC1CCCC1
1,4,-4,-11[20 µM],0,-10,-2,-13,-105,O=C(Cc1ccccc1)N1CCCC(c2nc(-c3cccs3)no2)C1 (centres undefined)
4,-5,-5,-22,-2,-3,-6,-8,1,O=C(CNC(=O)c1ccc(S(=O)(=O)N2CCCC2)cc1)N/N=C/c1ccc(F)cc1
-4,17,-5,-17,0,-16,-8,-16,2,CC(C)C(NC(=O)CNC(=O)OC(C)(C)C)C(=O)NCc1ccccc1 (centres undefined)
-4,-43,-3,-12[20 µM],-1,-5,-16,-78,0,Cc1ccc(-c2ccc(/C=N/NC(=O)CN3CCCC3)o2)cc1Cl
6,-1,0,-11,0,-16,-3,5,0,CCOCCCNC(=O)c1c(-c2ccccc2)noc1C
0,11,-8,-10,-4,26,-1,4,5,CC(C)(C)NC(=O)NC(=O)COC(=O)c1cccc(F)c1

Some of the entries so far, with two lines to a compound:
Screens in order – p97 ATPase inh, TbHK1 inh, RBBP9 inh, Furin inhibitor, Runt-CBFb FRET, EBV gp42 block, p47phox inh, Calpain2 inh, Runt-SMMHC FRET
- COc1ccccc1NS(=O)(=O)c1cc(NC(=O)Nc2ccc(Cl)cc2Cl)ccc1N1CCCCC1
→ 8, 1, -2, -11, 5, -22, -37, -33, 6
- COc1cc(C=O)c(Br)cc1OC1CCCC1
→ -1, -6, 0, -14[20 µM], 2, -11, -7, -19, -3
- O=C(Cc1ccccc1)N1CCCC(c2nc(-c3cccs3)no2)C1 (centres undefined)
→ 1, 4, -4, -11[20 µM], 0, -10, -2, -13, -105
- O=C(CNC(=O)c1ccc(S(=O)(=O)N2CCCC2)cc1)N/N=C/c1ccc(F)cc1
→ 4, -5, -5, -22, -2, -3, -6, -8, 1

(more compounds)
p97 ATPase inh,TbHK1 inh,RBBP9 inh,Furin inhibitor,Runt-CBFb FRET,EBV gp42 block,p47phox inh,Calpain2 inh,Runt-SMMHC FRET,Molecule
1,-4,-2,-11,.,0,-5,-24,.,CNC(=O)CSc1nnc(-c2ccc3c(c2)OCO3)n1C
1,-36,-7,-1,2,-24,-9,13,4,CCC(CO)Nc1ncc([N+](=O)[O-])cc1C#N (centres undefined)
8,-76,2,12,10,-7,-17,9,2,Nc1nc(=S)c2ncn(C3CCCC3)c2[nH]1
3,-27,6,-16[20 µM],5,-15,-13,-28,-3,COCCn1nnnc1C(c1cc2ccc(OC)cc2[nH]c1=O)N1CCc2ccccc2C1 (centres undefined)
-1,-2,-3,-13,1,-7,-5,-7,0,Cn1cc(SCC(=O)NCc2ccc(F)cc2)c2ccccc21
1,-2,-4,-18,-1,-17,1,1,-5,NC(=O)CSc1nnnn1-c1cccc(Cl)c1
-5,11,-12,-2,-1,-9,-1,11,-1,CCCCCCCCCC[n+]1cccc(C(=O)N(CC)CC)c1
5,-12,-1,-15,-2,1,-7,-25,-1,Cc1cc(C)n(-c2ccc3nnc(C)n3n2)n1
0,6,1,-6,48,-9,13,-4,20,N#CC(Sc1ccccn1)c1ccc(Cl)cc1 (centres undefined)
1,3,-2,-21,0,-13,-9,-2,0,CCOC(=O)C1CCN(c2c(NCc3ccc(C(=O)NCCOC)cc3)c(=O)c2=O)CC1
0,10,-6,-10,-2,-12,-5,-16,3,CCC(C)(C)n1nnnc1C(c1ccc2ncccc2c1)N1CCN2CCCC2C1 (centres undefined)
1,-5,-2,-17[20 µM],-8,-8,-16,9,-16,Cc1ccc(-n2ncc3c(=O)[nH]c(SCC(=O)N4CCN(c5ccccc5)CC4)nc32)cc1

Rows are unselected; overall some 2.7% were active at least once.
